Bioassay records (PubChem)
eLon inh: inhibits E. coli Lon protease. P0A9M0. purified E. coli Lon protease, fluorescence polarization. inhibition, % at 7.94 µM. hit rate 0.42% among 360,000. AID 602123; in the data active means inhibition above about 13%, passing the limit was not always enough;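 further: 0% = enzyme with probe and DMSO and 100% = no enzyme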
PABP1 MLLE inh: inhibitors of microRNA-mediated deadenylation, human PABP1 MLLE binding. P11940. GST-MLLE / FITC-PAM2 fluorescence polarization. inhibition, % at 20 µM. hit rate 0.36% among 360,000; in the data active means inhibition above about 35%, passing the limit was not always enough;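 further: plate controls were DMSO wells with GST-MLLE for no effect and wells lacking GST-MLLE protein for full effect; some results filed as inactive read as strong as hits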
Target sequence (P11940 whole entry, looked up): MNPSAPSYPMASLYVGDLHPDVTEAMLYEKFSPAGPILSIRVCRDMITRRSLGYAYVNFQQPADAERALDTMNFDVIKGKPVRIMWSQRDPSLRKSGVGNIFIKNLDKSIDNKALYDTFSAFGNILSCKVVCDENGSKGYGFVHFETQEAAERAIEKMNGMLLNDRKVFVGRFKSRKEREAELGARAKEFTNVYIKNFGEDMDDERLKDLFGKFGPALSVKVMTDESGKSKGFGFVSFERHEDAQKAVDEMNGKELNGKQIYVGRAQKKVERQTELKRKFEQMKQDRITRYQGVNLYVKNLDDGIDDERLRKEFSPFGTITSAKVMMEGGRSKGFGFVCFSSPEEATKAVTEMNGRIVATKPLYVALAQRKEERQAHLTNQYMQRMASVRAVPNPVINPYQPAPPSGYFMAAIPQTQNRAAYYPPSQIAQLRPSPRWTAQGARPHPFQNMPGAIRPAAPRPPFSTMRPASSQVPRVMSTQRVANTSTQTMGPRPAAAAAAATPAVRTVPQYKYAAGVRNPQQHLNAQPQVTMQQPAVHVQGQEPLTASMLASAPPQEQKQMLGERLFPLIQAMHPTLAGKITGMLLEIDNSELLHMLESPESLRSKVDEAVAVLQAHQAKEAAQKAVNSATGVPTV
MsrA inhibitor: bovine MsrA inhibition; purified bovine MsrA, absorbance read-out; inhibition, % at 15.5 µM; hit rate 0.75% among 360,000; AID 651718; in the data active means inhibition above about 4.5%;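 further: 0% = vehicle wells with enzyme and 100% = reference inhibitor wells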
Neddyl block: cullin neddylation inhibition; P61081+Q13564; TR-FRET cullin neddylation, biochemical; calls only at 25 µM; hit rate 0.58% among 360,000; in the data active means inhibition above about 36%
Rin1 Abl inh: human Rin1-Abl interaction inhibition. P00519+Q13671. TR-FRET Rin1/Abl binding, biochemical. inhibition, % at 7.35 µM. hit rate 0.4% among 360,000; in the data active means inhibition above about 5%, passing the limit was not always enough
MsrA act: bovine methionine sulfoxide reductase A activation. hit rate 0.3% among 360,000. activation, % at 10.6 µM. purified bovine MsrA, absorbance read-out; in the data active means activation above about 7.5%;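 further: 0% = vehicle and 100% = reference activator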
Tb MetRS inh: Trypanosoma brucei MetRS inhibition; purified T. brucei MetRS, ATP depletion, Kinase-Glo luminescence; inhibition, % at 11.9 µM; hit rate 0.4% among 360,000;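 active means inhibition above a per-plate cutoff of the control wells' mean inhibition plus 3 SD, cut at about 5.5% in these data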;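 further: 0% = DMSO wells median and 100% = median of wells with control inhibitor compound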
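Test system: purified T. brucei MetRS enzyme. Also added: ATP, methionine and E. coli bulk tRNA substrates. Compound: 11.9 µM single point. Schedule: 15 min enzyme-compound preincubation, 2 h reaction, 10 min detection, 25 °C. Signal: luciferase luminescence of residual ATP, Kinase-Glo. Evaluation: percent inhibition versus plate control medians. Controls: DMSO wells, low control.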
FAS-TE inh: inhibitors of human fatty acid synthase thioesterase domain. inhibition, % at 15 µM. recombinant FAS-TE, OMFH fluorogenic substrate, fluorescence endpoint. hit rate 0.67% among 360,000;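 active means compounds whose normalised, plate-corrected inhibition of enzyme fluorescence in the single-dose primary screen is 50% or more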;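 further: 0% = DMSO with enzyme and 100% = substrate without enzyme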
CSN inh: CSN deneddylation inhibition; Purified CSN, SCF-Nedd8-OG deneddylation, fluorescence polarization; inhibition, % at 12.5 µM; Q92905; AID 651999; hit rate 0.38% among 360,000;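 active means pattern-corrected inhibition above about 35%, with an unprinted fluorescence ratio check between 0.5 and 1.5, limit read from the data, passing the limit was not always enough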;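 further: 0% = enzyme with substrate and 100% = substrate without enzyme; some results filed as inactive read as strong as hits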
Target sequence (Q92905 whole entry, looked up, one chain of several): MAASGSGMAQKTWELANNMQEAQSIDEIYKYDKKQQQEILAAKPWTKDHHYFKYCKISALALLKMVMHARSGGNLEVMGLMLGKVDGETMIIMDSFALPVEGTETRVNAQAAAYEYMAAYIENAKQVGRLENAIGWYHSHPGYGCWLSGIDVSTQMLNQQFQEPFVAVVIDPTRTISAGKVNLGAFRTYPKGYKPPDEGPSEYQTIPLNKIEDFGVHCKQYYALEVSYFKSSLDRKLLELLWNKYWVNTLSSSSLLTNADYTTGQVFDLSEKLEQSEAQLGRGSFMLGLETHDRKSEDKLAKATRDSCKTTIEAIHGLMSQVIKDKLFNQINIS
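test system = HEK293T-derived human Csn5 enzyme | amount = 0.24 nM Csn5 enzyme, final concentration | medium = Tris/NaCl/DTT buffer, pH 7.5 | schedule = 90 min reaction at room temperature | signal = FP | evaluation = inhibition of Csn5 cleavage, % | compound dosing = single dose of 12.5 µM compound with 0.25% DMSO | probe or stimulus = 10 nM SCFSkp2-Nedd8OG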
Active calls of the source: *; i = inactive; . = no result given. Hits appear at their usual frequency. About 4% of those tested had a hit in this group.

1. CCOC1CCCc2oc(-c3ccc(OC)cc3)c(C(=O)NCCCCO)c21 (stereo not drawn)
2. COc1cccc(NC(=O)Cn2c3ccccc3c3nc4n(c(=O)c32)CCS4)c1
3. COCCNC(=O)C1CCCN(C(=O)c2sccc2C)CC1 (stereo not drawn)
4. COc1ccc(OCC(=O)Nc2ccc(N3CCN(C(=O)c4ccccc4)CC3)c(Cl)c2)cc1
5. CNc1ccccc1C(=O)OCC(=O)c1ccc(F)cc1
6. c1cc(CNc2ccc3c(c2)OCO3)ccn1
7. COc1cccc(C(=O)NNC(=O)CCC(=O)O)c1
8. CCCN(CCC)Cc1c(C(=O)N/N=C/C(C)=C\c2ccco2)nnn1-c1nonc1N
9. CC(=O)Nc1nc2ccccc2n1Cc1ccc(C)cc1
10. Cc1ccc(N(C(=O)C(F)(F)F)C(C(=O)NC2CCCCC2)c2cccs2)cc1 (stereo not drawn)
Compound	1	2	3	4	5	6	7	8	9	10
eLon inh	-4	6	-7	-1	-5	27*	-1	-3	0	-7
PABP1 MLLE inh	.	14	0	1	10	80*	5	-12	1	-5
MsrA inhibitor	0.7	-0.2	-0.3	-0.5	3.9	-1.0	1.6	2.2	-0.7	0.1
Neddyl block	.	i	i	i	i	i	i	i	i	i
Rin1 Abl inh	.	-6	-2	1	1	-3	-1	-2	1	-1
MsrA act	-10	-1	0	-2	-9	-7	-13	0	-13	1
Tb MetRS inh	-1.1	0.3	0.0	0.1	-0.9	-0.9	-1.4	0.3	-0.3	-0.4
FAS-TE inh	-7	4	-5	16	-10	-11	-4	12	-3	-1
CSN inh	6	-3	-3	9	0	-12	6	3	-3	1

11. COc1ccc(S(=O)(=O)N2CC=C(c3ccccc3)CC2)cc1OC
12. O=C(CSc1nnc(-c2ccco2)o1)c1ccc[nH]1
13. CCOc1cc(N2CCOCC2)c(OCC)cc1NC(=O)COC(=O)[C@@H]1CCCN1S(=O)(=O)c1ccccc1F
14. CCn1c(/N=C/c2c[nH]c3ccccc23)nc2ccccc21
15. CC(NC(=O)COC(=O)CN1C(=O)NC2(CCCC2)C1=O)c1ccc(F)cc1 (stereo not drawn)
16. O=C(NC12CC3CC(CC(C3)C1)C2)N1CCC(O)(c2ccc3c(c2)OCO3)CC1
17. Cc1csc(=O)n1CCC(=O)OCC(=O)Nc1ccc(C(N)=O)cc1
18. CCOCC(=O)Nc1ccc([N+](=O)[O-])cc1OC
19. Cc1cccc(N2CC(C(=O)Nc3ccc(S(=O)(=O)Nc4nccs4)cc3)CC2=O)c1C (stereo not drawn)
20. COC(=O)/C(=C/c1ccco1)NC(=O)c1ccc(Br)o1
Compound	11	12	13	14	15	16	17	18	19	20
eLon inh	11	-6	8	1	3	-12	-2	3	-5	-8
PABP1 MLLE inh	12	-2	16	-11	-6	-19	20	-6	11	2
MsrA inhibitor	0.6	3.1	-0.5	0.8	-0.7	0.3	0.1	0.6	-0.8	1.5
Neddyl block	i	i	i	i	i	i	i	i	i	i
Rin1 Abl inh	1	-1	-1	-1	-1	6	1	0	-1	-3
MsrA act	-3	-11	0	0	0	-3	-4	-12	-2	-6
Tb MetRS inh	0.1	-0.8	0.4	5.0	0.3	-0.4	-0.3	-1.9	0.0	-0.6
FAS-TE inh	22	-5	5	-3	-5	8	-6	1	3	-6
CSN inh	3	38*	-2	2	-1	0	2	-2	-3	-2

21. COc1ccc(CC(=O)NCc2ccc(-n3cccc3)cc2)cc1OC
22. CC(C)(C)NS(=O)(=O)c1ccc(OCC(=O)NCC2CCCO2)cc1 (stereo not drawn)
23. O=C(Nc1ccc(Cl)cc1)c1cccc(S(=O)(=O)Nc2ccccn2)c1
24. Cn1c(Cc2ccccc2)nnc1SCC(=O)NC1CCCCC1
25. Cn1cccc1C(=O)NC(=O)COC(=O)CC12CC3CC(CC(C3)C1)C2
26. Cc1ccc(NS(=O)(=O)c2ccccc2F)cc1S(=O)(=O)N1CCCCCC1
27. CN(C)c1ccc(Nc2ccc([N+](=O)[O-])cn2)cc1
28. CCOC(=O)C1(C)CCN1C(=O)c1cncc(Br)c1 (stereo not drawn)
29. CCC(C(=O)N1CCN(S(=O)(=O)c2ccc(F)cc2)CC1)c1ccccc1 (stereo not drawn)
30. CCOc1ccc2oc(-c3ccccc3)c(C(=O)N3CCN(C)CC3)c2c1
Compound	21	22	23	24	25	26	27	28	29	30
eLon inh	-1	-13	-2	-2	-1	-1	5	0	-12	1
PABP1 MLLE inh	-7	-6	-6	9	-14	2	6	12	-3	3
MsrA inhibitor	0.1	0.1	0.7	-0.1	0.1	1.9	1.9	0.4	0.7	0.4
Neddyl block	i	i	i	i	i	i	i	i	i	.
Rin1 Abl inh	1	-2	3	0	-1	3	-5	1	0	-2
MsrA act	0	-3	-2	-3	-3	0	-7	-2	-6	-4
Tb MetRS inh	-0.3	-0.3	-0.5	-0.3	-0.7	-0.2	-0.2	-0.1	-0.2	-0.8
FAS-TE inh	-3	-6	2	-6	15	2	6	-7	7	-4
CSN inh	0	-1	-2	0	7	-3	6	-4	2	3

Whole records as entered above.
COc1cccc(C(=O)NNC(=O)CCC(=O)O)c1 is listed with eLon inh = -1; PABP1 MLLE inh = 5; MsrA inhibitor = 1.6; Neddyl block = i; Rin1 Abl inh = -1; MsrA act = -13; Tb MetRS inh = -1.4; FAS-TE inh = -4; CSN inh = 6
CCOC(=O)C1(C)CCN1C(=O)c1cncc(Br)c1 (stereo not drawn) is listed with eLon inh = 0; PABP1 MLLE inh = 12; MsrA inhibitor = 0.4; Neddyl block = i; Rin1 Abl inh = 1; MsrA act = -2; Tb MetRS inh = -0.1; FAS-TE inh = -7; CSN inh = -4
CN(C)c1ccc(Nc2ccc([N+](=O)[O-])cn2)cc1 is listed with eLon inh = 5; PABP1 MLLE inh = 6; MsrA inhibitor = 1.9; Neddyl block = i; Rin1 Abl inh = -5; MsrA act = -7; Tb MetRS inh = -0.2; FAS-TE inh = 6; CSN inh = 6

Further entries follow.
31. O=C(O)C1CC=CCC1C(=O)NNc1ccccc1 (stereo not drawn)
32. COC(=O)C1=C(Nc2cc(Cl)cc(Cl)c2)CSC1
33. COc1ccc(-c2c(C#Cc3ccsc3)c3cc(-c4ccc5cc[nH]c5c4)ccc3n2C)cc1
34. O=C(CC1SC(N2CCOCC2)=NC1=O)Nc1ccccc1Cl (stereo not drawn)
35. CC(=NCCc1c(C)[nH]c2ccc(OC(F)(F)F)cc12)C1=C(O)CC(c2ccccc2)CC1=O (stereo not drawn)
36. O=C(Oc1ccc(Cl)c2cccnc12)N1CCCCCC1
37. NC(=O)c1ccc(NC(=O)COC(=O)/C=C/c2cn(-c3ccccc3)nc2-c2cccnc2)cc1
38. Cc1cc([N+](=O)[O-])nn1CCCC(=O)NC(C)c1ccccc1 (stereo not drawn)
39. Cc1noc(C)c1C(=O)NCCC1=CCCCC1
40. Cc1[nH]n(-c2ccccc2)c(=O)c1C(c1cccc([N+](=O)[O-])c1)c1c(C)[nH]n(-c2ccccc2)c1=O
Compound	31	32	33	34	35	36	37	38	39	40
eLon inh	7	2	0	2	8	8	-43	3	-8	-7
PABP1 MLLE inh	7	4	-8	9	-3	6	-97	-2	2	27
MsrA inhibitor	-1.3	-1.6	2.2	1.4	0.2	1.0	1.0	2.0	-0.8	-0.5
Neddyl block	i	i	i	i	i	i	i	i	i	i
Rin1 Abl inh	1	0	4	0	-2	-2	-1	3	-3	9.1*
MsrA act	-4	-4	-7	-6	-2	2	-12	-9	-2	-7
Tb MetRS inh	0.3	-0.4	-0.3	-0.3	-0.5	0.1	-1.0	-0.4	-0.2	-0.6
FAS-TE inh	-7	14	17	-3	25	-2	-13	1	-9	-2
CSN inh	1	0	6	-2	-5	4	15	0	-6	1

41. CCC(=O)c1ccc(OCC(=O)Nc2ccccc2C(=O)N2CCCCC2)cc1
42. COc1ccc(S(=O)(=O)Nc2ccccc2-c2nc3ccccc3[nH]c2=O)cc1
43. CN1CCN(c2oc(Cc3cccc4ccccc34)nc2C#N)CC1
44. O=[N+]([O-])c1cccc(NC(=S)N2CCN(S(=O)(=O)c3ccccc3)CC2)c1
45. Cn1cc(/C=C2\SC(=S)N(NC(=O)c3cccc(Cl)c3)C2=O)c2ccccc21
46. COC(=O)c1cc(S(=O)(=O)NCC2CCN(Cc3ccccc3F)CC2)c[nH]1
47. O=C(NC1CCCC1)C(c1ccncc1)N(C(=O)c1csnn1)c1ccc(F)cc1 (stereo not drawn)
48. C=CCNC(=O)c1ccsc1N
49. COc1cc(C(=O)C(=O)N2CCN(c3ccccc3)CC2)cc2ccccc12
50. CCCn1c(=N)c(C(=O)NCc2ccc3c(c2)OCO3)cc2c(=O)n3cccc(C)c3nc21
Compound	41	42	43	44	45	46	47	48	49	50
eLon inh	-9	-4	12	-1	-68	-8	-7	.	.	1
PABP1 MLLE inh	0	-12	-11	-99	-129	0	-1	.	.	-9
MsrA inhibitor	1.9	2.4	0.7	-0.3	-1.2	-1.0	-1.3	2.0	2.6	-0.6
Neddyl block	i	i	i	i	i	i	i	i	i	i
Rin1 Abl inh	5	0	1	2	0	2	-1	.	.	-4
MsrA act	-4	0	-11	-2	-3	-4	-3	.	.	-6
Tb MetRS inh	-0.2	-0.2	-1.4	0.2	-0.1	0.1	0.2	-0.7	-0.3	-0.7
FAS-TE inh	-4	1	0	28	-44	-10	-5	.	.	-1
CSN inh	-2	0	0	0	10	-1	3	-15	-3	-1

51. COc1ccc(NC(=O)CCCn2nc(C)c3c(C)n(-c4ccccc4)nc3c2=O)cc1OC
52. O=C(CCl)N1c2ccccc2CCc2ccccc21
53. COc1ccc(OCC(=O)OC(C)CN2CCOCC2)cc1 (stereo not drawn)
54. Nc1cc2c(cc1C(=O)c1cccc(Br)c1)OCCO2
Compound	51	52	53	54
eLon inh	-12	-11	-2	-1
PABP1 MLLE inh	4	12	10	-5
MsrA inhibitor	-1.2	0.7	0.9	0.1
Neddyl block	i	i	i	i
Rin1 Abl inh	4	-1	-4	3
MsrA act	0	-3	-4	-1
Tb MetRS inh	0.3	-0.6	0.1	-0.1
FAS-TE inh	-4	-2	-11	7
CSN inh	-3	0	2	-2
